# MBD2 DNA inh: inhibitors of MBD2 binding to methylated DNA, primary screen, biochemical, TR-FRET, DNA-binding domain, human | 0.31% of 370,000 active | inhibition, % at 4.4 µM | AID 686964, 2013 | MBD2 binding to methylated oligonucleotide | Methyl-CpG-binding domain protein 2 (Homo sapiens), Q9UBB5; in the data active = inhibition above about 13%
# Target sequence (Q9UBB5 whole entry, looked up, the tested form may be a part): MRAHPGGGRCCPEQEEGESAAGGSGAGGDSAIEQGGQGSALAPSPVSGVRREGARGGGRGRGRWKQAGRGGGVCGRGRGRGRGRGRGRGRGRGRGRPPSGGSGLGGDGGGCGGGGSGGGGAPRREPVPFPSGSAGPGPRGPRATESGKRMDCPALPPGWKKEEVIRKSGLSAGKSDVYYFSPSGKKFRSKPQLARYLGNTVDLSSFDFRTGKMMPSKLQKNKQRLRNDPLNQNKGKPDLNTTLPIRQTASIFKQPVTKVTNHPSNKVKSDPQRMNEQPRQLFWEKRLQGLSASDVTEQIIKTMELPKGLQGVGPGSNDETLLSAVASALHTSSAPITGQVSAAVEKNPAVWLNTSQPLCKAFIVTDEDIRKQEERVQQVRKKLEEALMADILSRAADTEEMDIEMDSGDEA
# SIAE inh: human SIAE inhibitors, primary screen, biochemical, fluorescence polarization, FP-Rh probe, 1536-well HTS | SIAE FP-Rh probe binding | 0.69% of 370,000 active | Sialate O-acetylesterase (Homo sapiens), Q9HAT2 | AID 1053197, 2014 | inhibition, % at 9.66 µM;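 active = inhibition above a cutoff: mean of compounds within the control limits plus 3 SD of those, cut at about 17% in these data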;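 also: 0% = plate median of compound wells and 100% = probe without SIAE protein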
# Tn7 DDE FP: inhibitors of Tn7 peptide binding to fibrin DD(E), primary screen, biochemical, fluorescence polarization, human fibrin, Tn7 probe | FP displacement of FITC-Tn7 peptide from fibrin DD(E); 0% = median of compound wells per plate | inhibition, % at 8.3 µM | AID 720508, 2013 | 0.13% of 370,000 active | Fibrinogen beta chain (Homo sapiens), P02675;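 active = inhibition above the mean of compounds falling within the control limits plus 3 SD of them, cut at about 14% in these data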;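 also: 0% = plate median of compound wells and 100% = 10 µM Aha-Tn7 peptide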
#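 Assay system: Fibrin-DD(E) protein isolated from polymerized human fibrin clots; read-out basis: percent inhibition; medium: Tris/NaCl/CaCl2 buffer, pH 7.8; signal: FP measurement; incubation: 10 min plus 3 h, room temperature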
# UHRF1 MBD2 ctr: UHRF1 methylated DNA binding inhibitors, primary screen, counter-screen for MBD2 inhibitor project, biochemical, TR-FRET, human UHRF1, single concentration | E3 ubiquitin-protein ligase UHRF1 (Homo sapiens), Q96T88 | UHRF1 binding to methylated oligo | inhibition, % at 4.4 µM | 0.75% of 370,000 active | AID 687016, 2013; in the data active = inhibition above about 21%;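 also: UHRF1 SRA domain binding a hemimethylated CpG hairpin DNA probe; 0% = median of test compound wells and 100% = reference inhibitor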
# TCR CD3 inh: inhibitors of human TCR-CD3 interaction, primary screen, biochemical, fluorescence, TAMRA-labeled TCR probe | T-cell receptor (TCR) | inhibition, % at 9.4 µM | 0.37% of 360,000 active; in the data active = inhibition above about 19%;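 also: recombinant mutant TCR 2C K166C tagged with TAMRA read by polarization; 0% = receptor in buffer alone and 100% = receptor with positive control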
# PRMT1 inh: PRMT1 methyltransferase inhibitors, primary screen, biochemical, fluorescence polarization; Protein arginine N-methyltransferase 1 (Homo sapiens), Q99873; recombinant PRMT1, activity-based probe fluorescence polarization; 1.3% of 370,000 active; inhibition, % at 2.79 µM;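 active = inhibition above about 21% made by adding two undisclosed values, limit read from the data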
# TDP2 absorb: human TDP2 enzyme inhibitors, primary screen, biochemical, epi absorbance, recombinant enzyme; Tyrosyl-DNA phosphodiesterase 2 (Homo sapiens), O95551; T5PNP hydrolysis, p-nitrophenol absorbance 415 nm; inhibition, % at 12.8 µM; 0.34% of 370,000 active; AID 720702, 2013;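 active = inhibition above the mean of all tested compounds plus 3 SD, set per campaign, cut at about 25% in these data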;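 also: 0% = DMSO with enzyme and 100% = buffer with substrate but no TDP2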
# Target sequence (O95551 whole entry, looked up): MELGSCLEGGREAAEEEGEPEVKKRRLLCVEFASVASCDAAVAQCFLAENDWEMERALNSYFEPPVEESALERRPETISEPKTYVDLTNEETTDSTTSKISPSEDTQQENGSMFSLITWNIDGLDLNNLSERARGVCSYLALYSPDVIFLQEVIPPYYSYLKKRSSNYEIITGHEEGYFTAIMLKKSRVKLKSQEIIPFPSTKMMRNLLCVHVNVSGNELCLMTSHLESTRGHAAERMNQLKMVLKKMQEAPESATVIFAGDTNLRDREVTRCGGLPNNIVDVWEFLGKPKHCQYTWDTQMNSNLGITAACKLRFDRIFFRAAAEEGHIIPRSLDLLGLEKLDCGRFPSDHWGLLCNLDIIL
#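 Incubation: 2 h at 37 °C; Test system: recombinant human TDP2; Quantity: enzyme 120 nM; Read-out basis: percent inhibition; Medium: 50 mM Tris-HCl pH 7.5 with Mg2+, KCl, DTT, BSA; Repeats: single replicate; Compound: 12.8 µM single point, 1% DMSO; Signal: epi absorbance; Reagent: 5 mM T5PNP chromogenic substrate; Benchmarks: no-enzyme high, DMSO-plus-enzyme low.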
# LEDGF integ inh: blockers of LEDGF/p75-dependent integrase strand transfer – biochemical, TR-FRET, high throughput, primary screen; HIV-1 integrase (with human LEDGF/p75); TR-FRET IN-LEDGF/p75 DNA integration, Eu/Cy5; inhibition, % at 3.7 µM; 0.64% of 370,000 active; AID 743269, 2014;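 active = inhibition above the screen-wide mean plus 3 SD, cut at about 13% in these data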;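 also: signal is the Cy5 over europium emission ratio at 671 and 618 nm; 0% = plate median of compound wells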
# DDE Tn6 FP inh: inhibitors of Tn6 peptide binding to fibrin DD(E), primary screen, biochemical, fluorescence polarization, human fibrin, Tn6 probe; Fibrinogen beta chain (Homo sapiens), P02675; Fibrin DD(E) TRITC-Tn6 fluorescence polarization displacement; inhibition, % at 8.3 µM; 0.21% of 370,000 active;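 active = inhibition above a per-campaign cutoff: mean of compounds within control limits plus 3 SD, cut at about 15% in these data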;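 also: 0% = median of all compound wells on the plate and 100% = blocking peptide control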
# proKLK7 act: proKLK7 zymogen activators, primary screen, biochemical, fluorescence intensity; Kallikrein-7 (Homo sapiens), P49862; purified proKLK7, EDANS-DABCYL substrate fluorescence; 100% is mature enzyme control, 0% vehicle; activation, % at 7 µM; 0.9% of 370,000 active; AID 652039, 2013;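 active = activation above the mean of all tested compounds plus 3 SD, computed per campaign excluding outliers beyond control limits, cut at about 13% in these data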
# Target sequence (P49862 whole entry, looked up): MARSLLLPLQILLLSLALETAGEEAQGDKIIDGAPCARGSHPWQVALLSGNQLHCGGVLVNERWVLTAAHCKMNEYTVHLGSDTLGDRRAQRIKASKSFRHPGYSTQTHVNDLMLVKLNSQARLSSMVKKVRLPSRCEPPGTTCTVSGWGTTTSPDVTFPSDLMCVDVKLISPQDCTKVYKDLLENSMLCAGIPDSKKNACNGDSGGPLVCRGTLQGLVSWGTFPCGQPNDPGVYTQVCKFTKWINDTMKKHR
# * = called active by the depositor; / = not tested or not shown.
# Under each structure: PRMT1 inh	TCR CD3 inh	LEDGF integ inh	SIAE inh	Tn7 DDE FP	UHRF1 MBD2 ctr	TDP2 absorb	proKLK7 act	MBD2 DNA inh	DDE Tn6 FP inh
CCOC(=O)c1oc2ccc(CNC3CCCCC3)c(Cl)c2c1C
→ -2	4	1	-3	-7	-1	-3	-0.5	-4	8
N#CCN1CCC(c2cc(-c3ccco3)n[nH]2)CC1
→ 57*	3	5	-3	3	-2	-3	3.6	-7	2
Cc1cc(O)c(C(C)C)cc1N=C1CSC(=O)N1
→ 8	7	-1	1	6	0	-6	-0.2	-1	0
Cc1nn(CCCC(=O)Nc2cccnc2)c(C)c1[N+](=O)[O-]
→ -3	-2	4	2	1	9	-10	-0.2	2	-3
CCCOc1ccc(C(=O)Nc2ccc(N3CCN(C(C)=O)CC3)cc2)cc1
→ -1	9	-3	9	3	0	4	0.2	-3	1
CN(C(=O)/C=C/c1ccccc1)C1CCCCC1
→ -2	1	1	3	6	-2	7	0.3	0	4
Cc1ccc(NC(=O)Cn2c(=O)n(Cc3ccco3)c(=O)c3ccccc32)c(C)c1
→ 3	-4	4	-12	1	7	11	-0.9	2	3
Cc1ccc(C2CC(=O)Oc3cc(C)cc(C)c32)cc1 (stereo unspecified)
→ 1	7	-1	-4	4	-1	9	-0.1	5	8
CC(C)c1nc(N(C)S(C)(=O)=O)nc(-c2ccc(F)cc2)c1/C=C/[C@H](O)C[C@@H](O)CC(=O)O
→ 1	/	2	-3	4	4	-11	0.1	-5	-5
Cc1c(N)cc[n+](CC(=O)c2ccccc2)c1C
→ 3	2	-2	1	5	1	-2	-0.2	-2	4
Cc1noc(C)c1C(=O)N(C)C[C@@H]1OCc2ccccc2-c2c(n(C)c3ccccc23)C(=O)N([C@H](C)CO)C[C@H]1C
→ 4	-3	-1	-1	1	0	1	0.0	1	1
O=c1[nH]c(NC2CCN(S(=O)(=O)c3ccccc3C(F)(F)F)CC2)nc2c1CCCC2
→ -1	-3	2	-2	7	2	-15	0.3	-5	-8
CCOC(=O)CC1C(=O)NCCN1S(=O)(=O)c1ccc(OC)cc1 (stereo unspecified)
→ 0	3	4	-1	-6	-2	8	-0.1	-3	6
CC1=C(C(=O)Nc2ccccn2)C(c2cn(C)nc2C)C2=C(CCCC2=O)N1 (stereo unspecified)
→ -1	-2	2	15	-6	-1	5	15*	-3	-3
Cc1cccc(NC(=O)CSc2cc(C)c(C#N)c3nc4ccccc4n23)c1
→ 15	-9	-1	-5	0	-2	-1	0.1	-3	1
CCOC(=O)C1=NOC(C(=O)NCc2ccccc2)(C(=O)c2ccc(OC)cc2)C1 (stereo unspecified)
→ -1	/	-1	-1	-4	-1	0	-0.3	4	0
Cc1ccccc1CN1CCN(C(=O)CC(C)C)CC1
→ 3	-5	0	-1	3	3	4	-0.4	-3	-6
CC[N+](CC)(CC)CCC(O)(c1ccccc1)C1CCCCC1 (stereo unspecified)
→ 4	-5	-5	2	2	2	2	0.3	1	2
COc1cccc(C(NC(C)=O)c2nc(-c3cnn(C)c3)cs2)c1 (stereo unspecified)
→ -3	-2	-2	-5	2	-2	-17	0.7	-1	-2
COc1ccccc1C(=O)Nc1ccon1
→ 0	7	5	-1	-5	-1	-9	0.1	-1	-1
O=C(Nc1ccccc1NC(=O)c1c(F)cccc1F)c1c(F)cccc1F
→ -5	7	2	8	3	0	3	0.0	2	-5
COc1ccc(Cl)c2c1[nH]c1nc(SCc3cccnc3)nnc12
→ 6	-7	-3	5	8	-1	-1	-0.4	3	-3
COc1ccc2cc(C3=CC(=O)CC(C)(C)C3=O)ccc2c1
→ 2	1	1	2	3	1	3	1.3	-2	3
COc1ccccc1N1CCN(S(=O)(=O)c2cn(C)cn2)CC1
→ 0	7	-1	3	-8	0	14	0.0	0	4
COC(=O)c1ccccc1Oc1c(F)c(F)nc(N2CCOCC2)c1F
→ 3	1	0	-3	7	-1	2	0.3	7	6
Nc1c(N(Cc2ccco2)C(=O)COc2ccccc2)c(=O)[nH]c(=O)n1Cc1ccccc1
→ 0	-1	5	5	-10	0	-3	-0.1	-1	-6
Brc1ccc(OCCCCN2CCCCC2)cc1
→ 3	4	0	-5	1	0	0	0.3	-3	5
O=C(Nc1ccc(F)cc1)OCCCN1C(=O)CCC12CCCCC2
→ -3	/	8	9	7	0	0	0.4	-8	3
CCC(c1nnc(SCC(=O)Nc2ccc(C(C)=O)cc2)n1C1CCCCC1)N(C)C (stereo unspecified)
→ 0	3	1	-1	-5	0	10	0.6	-3	-3
NC(=O)c1oc2ccccc2c1NC(=O)CCc1ccccc1
→ -1	11	4	1	-2	-2	8	-0.2	0	-7
COc1c(NC=O)c2c(c([N+](=O)[O-])c1OC)C(=O)OC2
→ -3	-5	14*	0	6	4	-16	-0.1	-5	2
CC(C)(C)OC(=O)NC(Cc1ccccc1)C(=O)NC(CSC1CCCCO1)C(=O)NN (stereo unspecified)
→ -3	-2	-1	-4	-1	-1	4	0.5	3	0
COc1ccc(CN2C(=O)c3cccnc3C2=O)cc1S(=O)(=O)N1CCOc2ccc(C)cc21
→ 7	-4	-6	1	-2	2	3	-0.6	1	-10
Cc1ccc(NC(=O)Nn2cnnc2)cc1
→ 1	4	1	-4	-7	-1	1	0.9	-4	-1
CS(=O)(=O)N(CC(=O)NCc1cccnc1)C1CCCCC1
→ 1	-4	-4	2	-7	-2	14	-0.1	3	-2
CC(=O)Nc1nnc(CCS(=O)(=O)c2ccc(C)c(C)c2)s1
→ -2	6	1	-8	2	4	-15	0.1	1	-6
O=C(COC(=O)CNS(=O)(=O)c1cccc(Br)c1)Nc1ccccc1Sc1ccccc1
→ 0	0	-1	-6	-4	2	-10	-0.4	2	6
COc1ccc(-c2nc3ncccn3c2Br)cc1
→ 3	-4	-5	-5	-3	-2	-9	1.8	3	-2
CCCCNc1nc(CC)c2c(c1C#N)CCCC2
→ -1	0	2	6	0	2	1	-0.7	0	4
O=C(O)CC(NC(=O)Nc1ccccc1)c1ccc(OC2CCCC2)cc1 (stereo unspecified)
→ -2	8	5	1	-8	0	6	0.7	3	0
O=C(Cn1nnc(-c2ccccc2Cl)n1)N/N=C/c1ccc2c(c1)OCO2
→ 1	1	2	-22	-3	-2	5	0.2	-1	10
N#C/C(=C/c1ccc(Sc2nc3ccccc3[nH]2)o1)c1cccc(F)c1
→ 7	0	2	-30	5	1	-4	-1.7	6	-3
Nc1cc(C(F)(F)F)cc2c1SCC(=O)N2
→ -5	2	3	3	-2	-4	6	0.5	-1	6
Cc1ccc(NC(=O)CC2(CC(=O)O)CCCC2)c(C)c1
→ -1	-1	2	2	3	2	8	-0.4	1	-4
CCOC(=O)CSc1nc(Nc2ccc3c(c2)OCO3)c2ccccc2n1
→ -3	-1	0	9	2	1	10	1.2	-3	-8
Cc1nn(-c2ccccn2)c2nc(-c3cccs3)cc(C(=O)NCc3ccco3)c12
→ 19	-4	3	-9	-2	-1	-1	-29	-2	4
C[C@H]1[C@H](NC(=O)c2cccc(Cl)c2)CC[C@@]23CCCN2C(=O)CCC[C@@H]13
→ -1	/	2	-5	3	-3	1	/	3	3
COc1ccc(O)c(-c2cc(-c3ccc(F)cc3)n[nH]2)c1
→ -2	4	3	10	0	2	1	-0.4	1	7
CCN(CC(=O)Nc1ccccc1C(F)(F)F)C(=O)CCc1nc2sc3c(c2c(=O)[nH]1)CCCC3
→ 0	-5	4	0	-3	7	-8	0.3	1	-2
Cc1cc(=O)n2nc(N3CCCC(C(=O)NCCC4=CCCCC4)C3)sc2n1 (stereo unspecified)
→ -2	-1	-6	3	0	2	2	0.4	-3	-9

# Additional structures
# Under each structure: PRMT1 inh	TCR CD3 inh	LEDGF integ inh	SIAE inh	Tn7 DDE FP	UHRF1 MBD2 ctr	TDP2 absorb	proKLK7 act	MBD2 DNA inh	DDE Tn6 FP inh
O=C(NCc1ccco1)C1Cc2c(-c3ccccc3Oc3ccccc3)ccnc2O1 (stereo unspecified)
→ 6	-2	-1	3	4	4	2	-0.5	-5	-2
CCn1ncc(Br)c1C(=O)Nc1ccc(F)cc1F
→ -1	6	0	-2	2	-6	-2	0.3	-11	4
COc1ccc(N(CC(=O)Nc2ccc3c(c2)OCCO3)S(=O)(=O)c2c(C)noc2C)cc1
→ -2	1	-3	-4	-4	6	2	0.6	4	-9
CCn1c(COc2cccc(OC)c2)nnc1SCC(=O)Nc1cccc(OC)c1
→ 0	8	1	-1	1	-3	0	0.9	-2	1
CC1CN(c2ccc([N+](=O)[O-])c(NCCOc3ccc(Cl)cc3)c2)CC(C)N1 (stereo unspecified)
→ -3	6	5	3	-1	-7	-10	-0.4	0	-10
COc1ccc(CCN(C)C(=O)CSc2nc3ccccc3c(=O)n2CC2CCCO2)cc1OC (stereo unspecified)
→ 2	-4	-1	2	2	3	8	0.3	9	1
Cc1[nH]c(=O)[nH]c(=O)c1S(=O)(=O)N1CCCC(C(=O)NCCC2=CCCCC2)C1 (stereo unspecified)
→ 1	1	3	-3	-8	3	-13	0.3	3	-5
O=C(CN(Cc1cccs1)C(=O)CN1C(=O)COc2ccccc21)NCc1ccco1
→ -4	1	4	-8	2	1	6	-0.3	2	3
CC(C)(C)NCCOCCOc1ccccc1-c1ccccc1
→ -1	0	-4	0	2	3	4	-0.4	-8	2
CC(NCCC(Cc1ccccc1)c1ccco1)c1ccccc1 (stereo unspecified)
→ 0	-3	-6	-2	1	2	-9	0.2	0	1
Cc1nn(C(C)C(=O)NCCCN2CCCCCC2)c(=O)c2cc3sccc3n12 (stereo unspecified)
→ 0	8	-6	2	-2	-2	-14	0.6	4	0
C=CCN1C(=O)/C(=C\c2ccc(C)cc2)N=C1SCC(=O)NCCC
→ -2	4	3	-6	-8	1	-13	-0.2	0	-6

# Screening data as filed in PubChem BioAssay.
